Cneo AK release: Cryptococcus neoformans cell lysis inducers, primary screen, AK release luminescence, single concentration | C. neoformans lysis, adenylate kinase release luminescence, 4 h; normalised: neutral wells 0, clomiphene wells 100 | lysis activity, % at 15 µM | 0.2% of 360,000 active | AID 651654, 2012;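 active means mean lysis activity across replicates of at least 80%, whatever share of replicates individually reach that level; inactive means mean lysis activity below 80%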
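Material – log-phase Cryptococcus neoformans yeast cells · Input – 5 × 10^6 yeast cells/mL · Medium – fresh YPD growth medium · Doses – single compound concentration per well · Timing – static 4 h at 37 °C with compound, 1 h detection · Detection – adenylate kinase release luminescence · Read-out – signal increase indicating cell lysis · Control set – Clomiphene as positive lysis control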
PGC1a acetyl inh: inhibitors of PGC1a acetylation signal, primary screen, cell-based, U2OS, AlphaScreen, inhibitor mode; AlphaScreen anti-acetyl-lysine; with virally co-expressed GCN5 acetyltransferase; inhibition, % at 15.6 µM; 0.17% of 350,000 active;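 active means every replicate shows inhibition of at least 40%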;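 further: 0% = neutral control wells and 100% = positive control wells; some results beyond the cut were filed as inactive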
LGR2 inh: inhibitors of bursicon-induced LGR2 CRE-luciferase signal, primary screen, cell-based, HEK293, CRE-luciferase reporter, bursicon stimulation. Drosophila bursicon receptor LGR2 (rickets). bursicon-stimulated, 4 h. inhibition, % at 9.99 µM. 0.35% of 380,000 active. AID 720647, 2013;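 active means drop in luminescence signal, shown as inhibition above about 50% in the replicate tests, limit read from the data, passing the limit was not always enough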;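 further: agonist challenge used bursicon conditioned medium at about half maximal strength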
ERAP1 inh: human ERAP1 aminopeptidase inhibitors, primary screen, biochemical, single point, plate reader; Endoplasmic reticulum aminopeptidase 1 (Homo sapiens), Q9NZ08; recombinant ERAP1, Leu-AMC fluorescence, 60 min; inhibition, % at 10.7 µM; 0.15% of 340,000 active; AID 652197, 2013;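 active means mean replicate inhibition of at least 30%, or all replicates individually reaching that 30% level; inactive means mean below 30% and not every replicate reaching it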;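 further: 0% = neutral control wells and 100% = L-leucinethiol positive control wells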
SIRT5 inh: SIRT5 desuccinylase inhibitors, primary screen, biochemical, fluorescence imaging, single point, set 5; 1.1% of 330,000 active; AID 652115, 2013; inhibition, % at 15 µM; NAD-dependent protein deacylase sirtuin-5, mitochondrial (Homo sapiens), Q9NXA8; Purified SirT5, succinyl-peptide AMC, trypsin-coupled fluorescence; in the data active means inhibition above about 15%
Target sequence (Q9NXA8 whole entry, looked up): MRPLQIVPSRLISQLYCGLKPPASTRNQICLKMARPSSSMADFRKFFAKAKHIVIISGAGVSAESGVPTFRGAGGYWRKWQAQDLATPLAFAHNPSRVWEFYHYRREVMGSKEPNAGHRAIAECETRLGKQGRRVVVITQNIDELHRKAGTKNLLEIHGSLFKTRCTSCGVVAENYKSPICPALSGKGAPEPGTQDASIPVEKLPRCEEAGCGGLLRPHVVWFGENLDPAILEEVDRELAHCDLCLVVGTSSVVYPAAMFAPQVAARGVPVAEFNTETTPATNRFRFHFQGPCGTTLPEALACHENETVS
Statin myotox sup: suppressors of statin myotoxicity in C2C12 myotubes, primary screen, cell-based, single point, plate reader. rescue of ATP level, % at 7.49 µM. C2C12 myotubes + simvastatin, ATP luminescence, 48 h; scaled: DMSO 0, geranylgeraniol control 100. 0.78% of 330,000 active;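 active means mean ATP rescue above about 67%, or every replicate alone reaching that limit, limit read from the data, passing the limit was not always enough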;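 further: myotubes were challenged with 10 µM simvastatin during compound exposure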
XiGFP reactiv: activators of inactive X chromosome reactivation, primary screen, imaging, XiGFP fibroblasts, GFP high-content imaging, set 2; 0.055% of 360,000 active; XiGFP mouse fibroblasts, % GFP-positive cells imaging, 3 d; cells co-treated with 5-aza-dC sensitizer; scaled so ellipticine positive control = 100%; AID 743238, 2013; activation, % at 7.58 µM;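 active means mean normalized replicate activation at least 10% and every replicate at or above 10%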;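 further: 0% = median of on-plate neutral control wells and 100% = ellipticine 6 µM median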
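Assay system: SV40-immortalized XiGFP fibroblast cells, line 68-5-11; buffer or medium: DMEM plus 5-aza-dC sensitizer; compound: one concentration, pinned; timing: compounds 3 days, fix/stain 15 min at room temperature; benchmarks: positive control ellipticine, 6 µM final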
S100A4 MyoIIA: inhibitors of S100A4-myosin IIA peptide binding, primary screen, biochemical, fluorescence polarization, TAMRA-MyoIIA peptide. Protein S100-A4 (Homo sapiens), P26447. inhibition, % at 10.7 µM. 0.14% of 360,000 active;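 active means mean inhibition of at least 70% across replicates, with every replicate also reaching that level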
Target sequence (P26447 whole entry, looked up): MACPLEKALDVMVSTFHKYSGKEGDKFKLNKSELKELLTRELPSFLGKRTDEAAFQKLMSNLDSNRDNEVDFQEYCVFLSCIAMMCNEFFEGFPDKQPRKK
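Material: S100A4 monomer protein / Buffer or medium: 50 mM HEPES pH 7.2, 10 mM CaCl2, 100 mM KCl / Times: 5 min incubation before reading / Benchmarks: neutral control DMSO, positive control TFP / Reagent: labelled myosin peptide probe, 5 nM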
Numbers without * were called inactive; & = joins results of further samples. Some of the compounds tested, so the mix of outcomes need not match the whole.

Screening O=C(c1cccc(NS(=O)(=O)c2ccc(F)c(F)c2)c1)N1CCCCC1 returned Cneo AK release 2, PGC1a acetyl inh 14, LGR2 inh 12, ERAP1 inh -2, SIRT5 inh -1, Statin myotox sup 15, XiGFP reactiv 1.2 and S100A4 MyoIIA 9.
`C[C@@H]1CN([C@@H](C)CO)C(=O)Cc2cc(NC(=O)Nc3ccc(F)cc3)ccc2O[C@@H]1CN(C)Cc1ccc(Cl)c(Cl)c1` gave Cneo AK release 0, PGC1a acetyl inh -12, LGR2 inh 4&0, ERAP1 inh -7, SIRT5 inh -9, Statin myotox sup 108*, XiGFP reactiv -0.1&-0.3 and S100A4 MyoIIA -6.
For CCOC(=O)C(Cc1cc(N)c(Oc2ccc(OC)cc2)c(N)c1)NC(C)=O (configuration not stated) the results were Cneo AK release 1, PGC1a acetyl inh -10, LGR2 inh 34, ERAP1 inh 0, Statin myotox sup -4, XiGFP reactiv 0.1 and S100A4 MyoIIA -2.
CN=C1c2ccccc2CN1c1cccc(C(=O)OC)c1 was read as Cneo AK release -2, PGC1a acetyl inh 4, LGR2 inh -20 and Statin myotox sup 100*.
COc1ccc(CN2C(=O)[C@@H]3C(c4ccc(F)cc4)=NO[C@@H]3C2=O)cc1 was read as Cneo AK release -21, PGC1a acetyl inh -3, LGR2 inh 3 and Statin myotox sup -3.
`O=[N+]([O-])c1cccc(COc2ccccc2CN2CCCC2)c1` gave Cneo AK release 2, PGC1a acetyl inh 9, LGR2 inh -9, ERAP1 inh -1, SIRT5 inh -5, Statin myotox sup -8, XiGFP reactiv 0.1 and S100A4 MyoIIA -12.
`N#Cc1nccnc1N1CCN(C(=O)Nc2ccccc2)CC1` gave LGR2 inh 1, ERAP1 inh 6, SIRT5 inh -1, Statin myotox sup -9, XiGFP reactiv 0.0 and S100A4 MyoIIA 0.
Screening Cc1ccc(/C=N/n2c(-c3cccc(Cl)c3)n[nH]c2=S)o1 returned Cneo AK release -1, PGC1a acetyl inh 5, LGR2 inh 1, ERAP1 inh 4, SIRT5 inh 1, XiGFP reactiv 0.0 and S100A4 MyoIIA -4.
For CCN(CC)CCCNC(=O)c1cc(Nc2ccc(OC)cc2)nc2ccccc12 the results were Cneo AK release 2, PGC1a acetyl inh 17, LGR2 inh 14, ERAP1 inh 1, SIRT5 inh 2, Statin myotox sup -21, XiGFP reactiv 0.1 and S100A4 MyoIIA -2.
For CC(C)C#Cc1ccc2c(c1)O[C@H](CN(C)Cc1ccccc1)[C@@H](C)CN([C@H](C)CO)S2(=O)=O the results were Cneo AK release 6, PGC1a acetyl inh -8, LGR2 inh 37, ERAP1 inh 5, SIRT5 inh 1, Statin myotox sup -29, XiGFP reactiv -0.8 and S100A4 MyoIIA 4.
COC(=O)c1ccc2nc(-c3ccc4c(c3)OCO4)cn2c1 was read as Cneo AK release -16, PGC1a acetyl inh 0, LGR2 inh 83*, ERAP1 inh -2, SIRT5 inh -5, Statin myotox sup -17, XiGFP reactiv 0.0 and S100A4 MyoIIA 2.
`C[C@H]1CN([C@@H](C)CO)C(=O)Cc2cc(NC(=O)Nc3ccc4c(c3)OCO4)ccc2O[C@@H]1CN(C)S(=O)(=O)c1cn(C)cn1` gave Cneo AK release 53, PGC1a acetyl inh 2, LGR2 inh 17, Statin myotox sup 6 and XiGFP reactiv -0.1.
For CC(C)C[C@@H](COc1ccccc1)N1CCN(CC(C)C)CCC1=O the results were Cneo AK release -3, LGR2 inh -8, ERAP1 inh 3, Statin myotox sup -14, XiGFP reactiv 0.0 and S100A4 MyoIIA -3.
Screening COc1ccc(NC(=O)N2CC(=O)N3[C@H](CO)[C@H](c4ccc(-c5ccccc5)cc4)[C@@H]3C2)cc1 returned PGC1a acetyl inh 2, LGR2 inh -11, ERAP1 inh 0, SIRT5 inh 0, XiGFP reactiv 0.3 and S100A4 MyoIIA -6.
O=C(NCc1ccc(F)cc1)[C@@H]1[C@@H](CO)[C@@H]2Cn3c(cccc3=O)[C@H]1N2Cc1ccncc1 was read as Cneo AK release -2, PGC1a acetyl inh 2, LGR2 inh -5, ERAP1 inh 0, SIRT5 inh -1, Statin myotox sup 6, XiGFP reactiv 0.2 and S100A4 MyoIIA -4.
`O=C(Nc1ccccc1)C1CCCN1C(=O)NCc1ccccc1` (configuration not stated) gave ERAP1 inh 2, SIRT5 inh 0, XiGFP reactiv 0.2 and S100A4 MyoIIA -2.
Screening Cc1noc(/C=C/N(C)C)c1S(=O)(=O)N1CCCC(C(=O)NC2CCCCC2)C1 (configuration not stated) returned Cneo AK release 4, PGC1a acetyl inh -13, LGR2 inh 0, ERAP1 inh 0, SIRT5 inh 4, Statin myotox sup -26, XiGFP reactiv -0.3 and S100A4 MyoIIA -4.
For O=C(NC1CCCC1)C(c1ccccc1)N(C(=O)c1csnn1)C1CCCC1 (configuration not stated) the results were Cneo AK release -1, LGR2 inh -7, ERAP1 inh -3, SIRT5 inh -2, Statin myotox sup 9, XiGFP reactiv -0.1 and S100A4 MyoIIA -13.
For O=C(c1cccnc1)N1C[C@H]2[C@@H](c3ccccc31)[C@H](CO)N2C(=O)Nc1ccccc1F the results were Cneo AK release -2, PGC1a acetyl inh 6, LGR2 inh -2, ERAP1 inh 1, SIRT5 inh -1, Statin myotox sup -18, XiGFP reactiv 0.3 and S100A4 MyoIIA 24.
Cc1ccc(NC(=O)NCCN2CCCCC2)cc1C was read as Cneo AK release 2, PGC1a acetyl inh -6, LGR2 inh -2, ERAP1 inh -2, Statin myotox sup -18, XiGFP reactiv -0.1 and S100A4 MyoIIA -24.

Three compounds already listed, arranged by SMILES length, high to low.
O=C(NCc1ccc(F)cc1)[C@@H]1[C@@H](CO)[C@@H]2Cn3c(cccc3=O)[C@H]1N2Cc1ccncc1 was read as Cneo AK release -2, PGC1a acetyl inh 2, LGR2 inh -5, ERAP1 inh 0, SIRT5 inh -1, Statin myotox sup 6, XiGFP reactiv 0.2 and S100A4 MyoIIA -4.
For CC(C)C[C@@H](COc1ccccc1)N1CCN(CC(C)C)CCC1=O the results were Cneo AK release -3, LGR2 inh -8, ERAP1 inh 3, Statin myotox sup -14, XiGFP reactiv 0.0 and S100A4 MyoIIA -3.
`O=C(Nc1ccccc1)C1CCCN1C(=O)NCc1ccccc1` (configuration not stated) gave ERAP1 inh 2, SIRT5 inh 0, XiGFP reactiv 0.2 and S100A4 MyoIIA -2.

Going on with the list:
`CCc1ccccc1N(CC(=O)NC(C)c1ccccc1)S(C)(=O)=O` (configuration not stated) gave Cneo AK release 0, LGR2 inh 4, ERAP1 inh -2, SIRT5 inh 1, Statin myotox sup 3, XiGFP reactiv 0.0 and S100A4 MyoIIA -15.
Screening COCCN1C(=O)COc2ccccc2C1C(=O)NCc1ccccc1 (configuration not stated) returned LGR2 inh 11, ERAP1 inh -3, SIRT5 inh 2, XiGFP reactiv -0.1 and S100A4 MyoIIA 4.
COCCNC(=O)C[C@H]1C[C@H]2c3cc(NC(=O)COC)ccc3O[C@H]2[C@H](CO)O1 was read as Cneo AK release -8, PGC1a acetyl inh 12, LGR2 inh -3, ERAP1 inh 2, SIRT5 inh -25, Statin myotox sup -6, XiGFP reactiv -0.1 and S100A4 MyoIIA -13.
Screening CC(C)[C@H](NC(=O)OC(C)(C)C)c1cc(C(=O)NC2CC2)c(N)s1 returned LGR2 inh 2, SIRT5 inh -2, XiGFP reactiv 0.0 and S100A4 MyoIIA -3.
`C/C(=N\NC(=O)c1cc2ccccc2cc1O)c1ccccn1` gave Cneo AK release 1, LGR2 inh -9, ERAP1 inh -3, SIRT5 inh 2, Statin myotox sup -168, XiGFP reactiv 1.4 and S100A4 MyoIIA -6.
`COc1ccc(CN(C)C(=O)CNC(=O)Cc2cccc3ccccc23)c(OC)c1OC` gave Cneo AK release 4, PGC1a acetyl inh -4, LGR2 inh -6, ERAP1 inh 1, SIRT5 inh 1, Statin myotox sup 22, XiGFP reactiv 0.0 and S100A4 MyoIIA -5.
`O=C(O)CCCCCNc1nc(-c2ccccc2)nc2ccccc12` gave Cneo AK release -1, PGC1a acetyl inh 2, LGR2 inh 10, ERAP1 inh -103, SIRT5 inh 4, Statin myotox sup 21, XiGFP reactiv 0.0 and S100A4 MyoIIA 3.
C[C@H]1CN([C@@H](C)CO)S(=O)(=O)c2ccc(-c3ccccc3)cc2O[C@H]1CN(C)C(=O)Cc1ccccc1 was read as Cneo AK release -5, PGC1a acetyl inh 3, LGR2 inh -9, ERAP1 inh 1, SIRT5 inh 4, Statin myotox sup 25, XiGFP reactiv 0.9 and S100A4 MyoIIA -1.
O=C(CCNS(=O)(=O)c1ccc(Br)cc1)Nc1cccc(F)c1 was read as Cneo AK release 0, LGR2 inh -5, ERAP1 inh 3, Statin myotox sup -15, XiGFP reactiv 0.0 and S100A4 MyoIIA -3.
`COc1ccc(CCNC(=O)c2ccc(S(=O)(=O)N(C)c3ccccc3)cc2)cc1OC` gave Cneo AK release 0, PGC1a acetyl inh -27, LGR2 inh -10, ERAP1 inh 5, SIRT5 inh -3, Statin myotox sup -29, XiGFP reactiv 0.1 and S100A4 MyoIIA 0.
COc1cc(NC(=O)CCN2CC(C)OC(C)C2)cc(OC)c1 (configuration not stated) was read as Cneo AK release 3, PGC1a acetyl inh 24, LGR2 inh 6, ERAP1 inh -1, SIRT5 inh -1, Statin myotox sup 1, XiGFP reactiv 0.0 and S100A4 MyoIIA -17.
Screening N#CCc1nn(-c2ccc(Cl)cc2)c(N)c1C#N returned Cneo AK release -7, PGC1a acetyl inh 3, LGR2 inh 6 and XiGFP reactiv 0.0.
`C[C@H]1CN([C@@H](C)CO)C(=O)Cc2cc(NS(=O)(=O)c3cn(C)cn3)ccc2O[C@H]1CN(C)S(=O)(=O)c1ccc(F)cc1` gave PGC1a acetyl inh -4, LGR2 inh 4, ERAP1 inh -14, SIRT5 inh 9, Statin myotox sup 20, XiGFP reactiv -0.9 and S100A4 MyoIIA 10.
For C[C@H](CO)N1C[C@H](C)[C@@H](CN(C)C(=O)C2CCC2)Oc2cc(C3=CCCC3)ccc2S1(=O)=O the results were Cneo AK release -1, PGC1a acetyl inh 2, LGR2 inh 18, ERAP1 inh -1, SIRT5 inh -1, Statin myotox sup -16, XiGFP reactiv -0.8 and S100A4 MyoIIA 8.
Screening COc1ccc(Nc2nnc(SCC(=O)NC3CCS(=O)(=O)C3)s2)cc1 (configuration not stated) returned Cneo AK release -2, PGC1a acetyl inh 0, LGR2 inh 20, ERAP1 inh 0, SIRT5 inh 5, Statin myotox sup -5, XiGFP reactiv 0.0 and S100A4 MyoIIA -16.
O=C(COC(=O)/C=C/c1cccc(C(F)(F)F)c1)Nc1ccc(Cl)cn1 was read as Cneo AK release 0, PGC1a acetyl inh 8, LGR2 inh -4, ERAP1 inh 1, SIRT5 inh -5, Statin myotox sup 4, XiGFP reactiv 0.1 and S100A4 MyoIIA -26.

Screening results from PubChem.
